FadD28 FP inh = inhibitors of FadD28 bisubstrate probe binding, primary screen, biochemical, fluorescence polarization, single point; Mycobacterium tuberculosis FadD28 fatty-acid-AMP ligase; inhibition, % at 12.5 µM; hit rate 0.22% among 360,000; AID 588549, 2011; in the data active = inhibition above about 8.5%, passing the limit was not always enough; inconclusive = no clear call, values can overlap the other calls
Mtb FBA inh = Mtb FBA enzyme inhibitors, primary screen, biochemical, fluorescence, strain H37Rv; purified M. tuberculosis FBA, fluorescence read-out; inhibition, % at 1 µM; hit rate 2.3% among 360,000; AID 588726, 2011; in the data active = inhibition above about 27%;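 note: 0% = vehicle and 100% = reference inhibitor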
Target sequence (P9WQA3 whole entry, looked up): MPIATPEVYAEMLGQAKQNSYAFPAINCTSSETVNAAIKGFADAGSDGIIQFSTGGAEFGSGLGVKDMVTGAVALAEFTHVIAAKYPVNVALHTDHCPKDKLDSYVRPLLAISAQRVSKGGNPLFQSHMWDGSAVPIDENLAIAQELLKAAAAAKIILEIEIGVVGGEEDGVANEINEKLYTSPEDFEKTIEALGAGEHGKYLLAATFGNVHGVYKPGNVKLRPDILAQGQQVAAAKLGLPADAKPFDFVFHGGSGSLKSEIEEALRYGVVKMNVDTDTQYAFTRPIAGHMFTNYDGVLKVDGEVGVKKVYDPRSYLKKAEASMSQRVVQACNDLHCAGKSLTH
MazF activator = activators of E. coli MazEF toxin-antitoxin RNase, primary screen, biochemical, fluorescence, uHTS; AID 504720, 2011; activation, % at 20 µM; Endoribonuclease toxin MazF (Escherichia coli (strain K12)), P0AE70; FAM/BHQ RNA-DNA oligo cleavage fluorescence, 5 h; hit rate 0.32% among 350,000; in the data active = activation above about 50%
Target sequence (P0AE70 whole entry, looked up): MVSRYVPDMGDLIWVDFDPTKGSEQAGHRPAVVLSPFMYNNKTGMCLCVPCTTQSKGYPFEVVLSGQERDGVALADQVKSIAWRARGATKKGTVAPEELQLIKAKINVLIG
Mtb BioA inh = M. tuberculosis BioA enzyme inhibitors, primary screen, biochemical, plate reader, single point, HTS | hit rate 0.096% among 360,000 | purified M. tuberculosis BioA enzyme | inhibition, % at 9.99 µM | 7,8-diaminopelargonic acid synthase BioA (Mycobacterium tuberculosis); in the data active = inhibition above about 40%; inconclusive = no clear call, values can overlap the other calls
Rv3671c inh = Rv3671c serine protease inhibitors, primary screen, biochemical, fluorescence polarization, M. tuberculosis H37Rv | inhibition, % at 5.96 µM | hit rate 0.048% among 320,000 | AID 2606, 2010; in the data active = inhibition above about 38%;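 note: extracellular domain of Rv3671c used as enzyme; 0% = enzyme with DMSO and 100% = no enzyme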
GDH-TPI inh = GDH-TPI coupling enzyme inhibitors, primary screen, artefact control for M. tuberculosis FBA inhibitor project, biochemical, absorbance, full deck; AID 588335, 2011; inhibition, % at 4.8 µM; hit rate 1.2% among 360,000; GDH-TPI coupled enzyme counterscreen, NADH absorbance; in the data active = inhibition above about 30%;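 note: 0% = DMSO wells and 100% = wells lacking the enzyme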
PrPC TRFRET = inhibitors of human cell surface prion protein PrPC, primary screen, cell-based, TR-FRET. TR-FRET read-out. hit rate 0.43% among 370,000. inhibition, % at 13.8 µM; in the data active = inhibition above about 24%; note: 0% = median of the test wells and 100% = reference compound wells
BoNT F protease = BoNT/F light chain protease inhibitors, primary screen, biochemical, flow cytometry, MLPCN library. Botulinum neurotoxin type F light chain protease (Clostridium botulinum). Multiplex microsphere protease cleavage assay. inhibition, % at 10 µM. hit rate 0.22% among 360,000. AID 588497, 2011; in the data active = inhibition above about 35%, passing the limit was not always enough; inconclusive = no clear call, values can overlap the other calls; note: plate controls were buffer without enzyme for full effect and enzyme alone for no effect
Mtb UGM inh = M. tuberculosis UGM enzyme inhibitors, primary screen, biochemical, fluorescence polarization, single point; inhibition, % at 10 µM; purified UGM, fluorescence polarization probe displacement; UDP-galactopyranose mutase (Mycobacterium tuberculosis (strain ATCC 25618 / H37Rv)), …; hit rate 0.06% among 320,000; in the data active = inhibition above about 10%, passing the limit was not always enough; inconclusive = no clear call, values can overlap the other calls
Target sequence (P9WIQ1 whole entry, looked up): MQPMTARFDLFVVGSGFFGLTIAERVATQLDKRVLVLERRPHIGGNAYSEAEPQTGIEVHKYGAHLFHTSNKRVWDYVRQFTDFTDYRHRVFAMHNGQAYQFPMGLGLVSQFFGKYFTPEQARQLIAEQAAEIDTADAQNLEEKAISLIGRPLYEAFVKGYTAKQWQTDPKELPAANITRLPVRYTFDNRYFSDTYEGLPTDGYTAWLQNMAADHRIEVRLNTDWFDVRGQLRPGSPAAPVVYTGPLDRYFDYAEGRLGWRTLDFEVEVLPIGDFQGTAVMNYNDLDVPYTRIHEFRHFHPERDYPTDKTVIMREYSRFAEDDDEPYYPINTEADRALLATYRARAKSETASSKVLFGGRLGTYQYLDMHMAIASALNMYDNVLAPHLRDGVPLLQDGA
* = called active by the depositor; ? = inconclusive; . = not tested or not shown; & = joins results of further samples.

Second line of a record – Rv3671c inh, BoNT F protease, Mtb FBA inh, MazF activator, Mtb UGM inh, FadD28 FP inh, Mtb BioA inh, PrPC TRFRET, GDH-TPI inh
1) O=C(c1ccco1)n1nc(-c2ccc(Cl)cc2)nc1NCc1ccco1
  5.3, 6.5, 0.0, 4.7, -0.7, -3.6, -2.2, -0.5, -11.9
2) O=C1OCCN1/N=C/c1ccc([N+](=O)[O-])o1
  2.8, -2.6, -1.3, -5.3, -1.3, -2.7, 6.1, -42.3, 19.8
3) CCn1cc(C(=O)Nc2ccc(NC(=O)c3ccco3)cc2)c(=O)c2ccc(C)nc21
  -6.7, 0.3, 1.6, -8.5, -1.9, -2.7, -1.3, 6.0, 3.8
4) CN(C)/C=N/c1ncc(C(=O)c2ccccc2)s1
  7.1, 3.3, 1.2, 2.4, -6.3, -1.8, -1.2, -2.9, 32.5*
5) CCOC(=O)C1=C(C)OC(N)=C(C(=O)OCC)C1c1cccnc1 (stereo unspecified)
  -1.6, 1.1, -0.4, 5.4, 3.8, -0.1, 0.7, 3.9, 4.6
6) O=C(Nc1ncccc1O)c1ccc(Cl)c(S(=O)(=O)N2CCCCC2)c1
  -1.6, ., -1.3, 5.3, -0.5, -3.0, ., 2.8, 0.0
7) COc1ccc(Cl)cc1NC(=O)CN(C)C(=O)CNC(=O)C12CC3CC(CC(C3)C1)C2
  0.1, 6.0, 3.8, 3.4, -1.7, 0.4, 5.1, 3.2, -1.9
8) O=C(c1cccnc1)N1N=C(c2cccs2)CC1c1ccc(F)cc1 (stereo unspecified)
  -0.1, -2.4, -2.2, 3.3, 1.8, -3.4, ., -4.4, 4.5
9) CC1CCC2(CC1)NC(=O)N(CC(=O)NCc1ccco1)C2=O (stereo unspecified)
  ., -9.9, -2.4, 5.5, ., -3.6, -0.6, -2.9, -2.7
10) NS(=O)(=O)c1cc(C(=O)OC2CCOC2=O)ccc1Cl (stereo unspecified)
  -1.6, 11.6, 0.5, 4.5, 0.3, 0.8, -1.4, 4.1, 15.9
11) COc1ccc(OCCC(=O)Nc2nccs2)cc1
  1.8, -8.0, -3.4, -10.6, 0.1, 1.6, ., 10.9, 1.9
12) Cc1cccc(-n2cnc(C(=O)NC3CCCCCC3)c2)n1
  4.8, -1.5, 1.0, 0.1, 2.6, 0.9, 0.2, 6.2, 0.0
13) O=c1c2ccccc2c(-c2ccc(Br)cc2)nn1Cc1ccccc1
  3.1, -7.6, 1.4, 17.1, -2.0, -3.2, ., -4.4, -10.5
14) Cc1cccc(N/N=C/c2c(O)[nH]c(=S)[nH]c2=O)c1
  1.7, 9.9, 0.4, -6.3, 0.0, 4.6, -0.6, 5.0, 5.3
15) CC1=C(SCCC#N)S/C(=C2\SC(C)=C(SCCC#N)S2)S1
  -12.2, -7.2, -2.9, 5.2, -2.4, -2.7, -1.6, -5.5, -1.1
16) CSc1nc(O)c(Cc2ccccc2)c(=O)[nH]1
  -1.5, -8.6, -2.6, 3.8, 2.9, -0.8, -1.6, -1.1, -2.8
17) Cc1ccc2cc(/C=C3\N=C(c4ccccc4)OC3=O)c(N3CCOCC3)nc2c1
  9.8, ., ., -420.8, -0.6, ., ., 2.6, .
18) Cc1ccccc1C(=O)N[C@H](C(=O)OCC(=O)c1ccc[nH]1)C(C)C
  -0.9, -0.5, -0.3, 0.6, 0.3, -0.5, -1.1, -0.7, -0.9
19) COc1ccc(S(=O)(=O)N2CCCC2C(=O)Nc2ccc(C)cc2)cc1 (stereo unspecified)
  -7.5, 7.1, 4.4, 6.9, -3.1, -0.6, 0.1, -1.2, 9.1
20) C[C@@H]1CN([C@H](C)CO)S(=O)(=O)c2ccc(C#C[C@@H](C)O)cc2O[C@@H]1CN(C)Cc1ccc(-c2ccccc2)cc1
  ., -7.4, 2.4, -6.4, ., -2.1, -2.7&-2.5, 2.0, 5.2
21) CCCCn1c(NCc2ccccc2NS(=O)(=O)c2ccc(C)cc2)nc2ccccc21
  -6.6, 2.2, -1.6, 0.2, -2.3, -2.7, -2.4, -5.9, 7.8
22) C=CCN(c1ccccc1)S(=O)(=O)c1cccc(C(=O)NC2CCC(O)CC2)c1 (stereo unspecified)
  -1.6, ?, 3.9, -1.7, 1.7, -0.9, -0.9, 1.8, -1.4
23) COc1ccc(-c2ccc(SCC(=O)c3cccs3)nn2)cc1
  0.5, -1.1, -0.6, -8.4, 1.2, -2.8, ., 8.1, 11.7
24) COCCOC(=O)c1ccc(NC(=O)COc2ccc([N+](=O)[O-])cc2)cc1
  6.0, -1.0, -1.3, 0.9, 2.8, -1.4, -2.6, -10.3, 6.2
25) COc1ccc(-c2nnc(COc3ccc(Br)cc3C)o2)cc1
  -6.4, -12.6, -1.7, 0.8, 1.6, 0.4, 0.4, 1.1, 0.0
26) COc1cc(/C=N/NC(=O)c2cc(C)oc2C)ccc1O
  5.3, -11.7, -2.7, 4.4, 2.5, -2.5, -1.7, -2.8, 23.8
27) COc1ccc(/C=N/NC(=O)c2nc(-c3ccccc3)cc(-c3ccccc3)n2)cc1
  -35.9, 0.1, 1.3, -10.4, -6.2, -3.9, -0.3, 0.4, 31.9*
28) O=C(NCc1ccccc1Cl)c1csc([C@@H]2O[C@H](CO)[C@H](O)[C@H](O)[C@H]2O)n1
  ., -2.2, -2.1, ., ., -0.7, 1.0, 1.6, 2.2
29) Cc1nc(-n2cc(F)c(=O)[nH]c2=O)c2nc(C)oc2n1
  6.4, -4.2, -1.6, -8.1, 0.4, 1.8, -0.5, 0.2, 12.2
30) CC(C)Cc1cc(C(=O)Nc2cccc(O)c2)no1
  1.3, -4.0, 2.1, 1.5, -2.1, -0.9, ., 6.8, 22.3

Next section, overlapping the part above by 4 compounds.
Second line of a record – Rv3671c inh, BoNT F protease, Mtb FBA inh, MazF activator, Mtb UGM inh, FadD28 FP inh, Mtb BioA inh, PrPC TRFRET, GDH-TPI inh
27) COc1ccc(/C=N/NC(=O)c2nc(-c3ccccc3)cc(-c3ccccc3)n2)cc1
  -35.9, 0.1, 1.3, -10.4, -6.2, -3.9, -0.3, 0.4, 31.9*
28) O=C(NCc1ccccc1Cl)c1csc([C@@H]2O[C@H](CO)[C@H](O)[C@H](O)[C@H]2O)n1
  ., -2.2, -2.1, ., ., -0.7, 1.0, 1.6, 2.2
29) Cc1nc(-n2cc(F)c(=O)[nH]c2=O)c2nc(C)oc2n1
  6.4, -4.2, -1.6, -8.1, 0.4, 1.8, -0.5, 0.2, 12.2
30) CC(C)Cc1cc(C(=O)Nc2cccc(O)c2)no1
  1.3, -4.0, 2.1, 1.5, -2.1, -0.9, ., 6.8, 22.3
31) O=C(COc1ccccc1F)OCC(=O)c1ccc([N+](=O)[O-])cc1
  7.5, ., -2.7, -10.4, -0.2, 0.2, -0.5, -13.7, 1.8
32) Cc1cc(C(=O)NC2CC(C)(C)Cc3c2cnn3-c2ccccc2)n[nH]1 (stereo unspecified)
  -11.7, 1.1, -1.3, -6.3, 1.3, -2.5, 2.3, 11.5, 3.1
33) Cc1cccc(C(=O)Nc2ccc(NC(=O)CN3CCOCC3)cc2)c1
  0.4, 4.0, -1.0, 8.8, 3.7, ., 0.5, 2.5, -0.4
34) Cc1cccc(NC(=S)NCc2ccc3c(c2)OCO3)c1C
  -14.2, 3.5, -4.1, 1.6, -0.7, -2.7, ., -1.0, 8.6
35) Cc1cccc(N2CC(C(=O)OCC(=O)c3ccc(OC(=O)c4cccs4)cc3)CC2=O)c1C (stereo unspecified)
  -4.0, ., 0.9, -2.7, -0.4, 0.9, -1.3, -4.7, -1.0
36) CCN(CC(=O)NC(=O)NC1CCCC1)Cc1ccccc1
  2.5, -1.4, 0.1, 0.3, 3.4, -3.9, ., -5.4, -1.0
37) O=C(NNC(=S)Nc1ccccc1Cl)C1CC1
  6.3, -0.3, 3.1, 3.2, -1.8, 0.7, -0.9, -3.7, 5.4
38) O=C1C2CCCN2C(=S)N1c1ccc(Cl)cc1 (stereo unspecified)
  -1.5, 5.1, -2.2, 5.0, 0.2, -5.1, 5.9, 2.4, -10.7
39) CCOc1ccc(C2=NNC(c3cccs3)=Nc3ccc(OC)cc32)cc1OCC
  2.1, 2.3, 1.4, -4.6, 0.5, 0.1, -5.2, -1.0, 14.8
40) COC(=O)c1sccc1NC(=O)Nc1cc(C)cc(C)c1
  ., 1.4, -0.3, -0.3, 2.2, -7.1, -0.4, 9.3, -5.0
41) COc1ccc(-n2c(C)cc(/C=C3\SC(=S)N(Cc4ccco4)C3=O)c2C)cc1
  -23.1, -6.4, -13.0, -55.8, 0.5, -1.4, ., -2.9, 11.1
42) Cc1ccc(C(C)NC(=O)c2ccc3c(c2)OCO3)cc1C (stereo unspecified)
  -0.6, -1.7, -0.6, 3.1, 0.0, -1.1, 1.4, 3.5, 1.3
43) CCNC(=S)N=Nc1c(O)n(Cc2ccc(Cl)cc2)c2ccccc12
  -15.8, -5.9, -5.9, 12.2, ., 1.6, ., 8.1, 14.3
44) COc1ccc(OC)c(S(=O)(=O)N2CCN(CC(O)CN3CCOCC3)CC2)c1 (stereo unspecified)
  3.2, -8.1, -0.8, 5.2, ., -12.5, -0.9, 4.2, -9.8
45) O=C(C1=NN(c2ccccc2)C2C(=O)N(c3cccc(Cl)c3)C(=O)C12)c1ccccc1 (stereo unspecified)
  -22.1, 8.8, -4.5, -277.1, ?, -0.7, -2.2, -7.8, 4.9
46) Cc1cccc(C)c1-n1ncc(C(=O)NC2CCCC2)c1C1CCNCC1
  4.5, 9.5, -3.2, 12.1, 2.4, -2.3, -1.6, 3.5, -6.0
47) CC(C)C(C(=O)NC1CCCC1)N(CC1CCCO1)C(=O)CNS(=O)(=O)c1ccccc1 (stereo unspecified)
  -3.0, -15.7, 7.3, -6.0, 0.5, -1.1, -2.3, -5.6, 0.0
48) CCOC(=O)c1c(-c2ccccc2)oc2ccc(OCC(O)CN(C)C)cc12 (stereo unspecified)
  -7.3, -2.6, 47.9*, 28.4, 0.1, ., 3.7, -14.5, 6.0
49) COc1cccc(C2(O)CCN(Cc3ccncc3)CC2)c1
  -6.7, -6.3, -2.4, 5.3, -1.8, 0.2, ., -1.7, 11.2
50) NC(=O)C1CCN(c2nc(-c3ccccc3-c3ccccc3)cs2)CC1
  3.5, -9.1, 0.1, -1.1, -2.1, -6.4, 3.2, -3.7, 7.6
51) CN(C(=O)c1ccncc1)c1nnc(-c2cnccn2)s1
  7.6, -32.8, -3.2, -0.6, 1.6, -0.1, -1.8, -5.5, 10.6

2 compounds from above with just BoNT F protease:
| No. | structure | BoNT F protease |
| --- | --- | --- |
| 33 | Cc1cccc(C(=O)Nc2ccc(NC(=O)CN3CCOCC3)cc2)c1 | 4.0 |
| 34 | Cc1cccc(NC(=S)NCc2ccc3c(c2)OCO3)c1C | 3.5 |

Source: PubChem (several laboratories)
